Menin MLL FP TR: qHTS Assay for Inhibitors Targeting the Menin-MLL Interaction in MLL Related Leukemias: Competition With Texas Red Labeled MLL-derived Mutant Peptide; O00255; Menin + Texas Red MLL mutant peptide, fluorescence polarization; Potency, µM (series often up to 61.6 µM), without a hit: at the top dose FP activity change, negative = inhibition, most hits filed as inhibitors; 0.23% of 270,000 active; AID 1768, 2009; active = well fitted inhibition curve with a large enough effect in the polarisation, with a control signal flat, not every such curve was filed as active; inconclusive = small, poorly fitted or top-dose-only effect, or effect the other way, or a change in a side signal; inactive = no such curve, though single readings can be large or run the other way; the % refers to the polarisation; note: potency is the fitted concentration of half-maximal effect; % of control where 0% means no effect; many of its hits are not listed in these tables
PKM2 act: qHTS Assay for Activators of Human Muscle isoform 2 Pyruvate Kinase; purified PKM2, Kinase-Glo ATP luminescence, activation; response scale: 0% is enzyme alone, no compound; Potency, µM (top dose mostly 57.5 µM), for the others: at the highest dose activation, most hits filed as activators; 0.34% of 260,000 active; note: potency is the fitted concentration of half-maximal effect; % is set by controls: 0 for no effect and ±100 for the full control effect; nearly all actives have a fitted effect of over 55% in size
Target sequence (P14618 whole entry, looked up, canonical isoform): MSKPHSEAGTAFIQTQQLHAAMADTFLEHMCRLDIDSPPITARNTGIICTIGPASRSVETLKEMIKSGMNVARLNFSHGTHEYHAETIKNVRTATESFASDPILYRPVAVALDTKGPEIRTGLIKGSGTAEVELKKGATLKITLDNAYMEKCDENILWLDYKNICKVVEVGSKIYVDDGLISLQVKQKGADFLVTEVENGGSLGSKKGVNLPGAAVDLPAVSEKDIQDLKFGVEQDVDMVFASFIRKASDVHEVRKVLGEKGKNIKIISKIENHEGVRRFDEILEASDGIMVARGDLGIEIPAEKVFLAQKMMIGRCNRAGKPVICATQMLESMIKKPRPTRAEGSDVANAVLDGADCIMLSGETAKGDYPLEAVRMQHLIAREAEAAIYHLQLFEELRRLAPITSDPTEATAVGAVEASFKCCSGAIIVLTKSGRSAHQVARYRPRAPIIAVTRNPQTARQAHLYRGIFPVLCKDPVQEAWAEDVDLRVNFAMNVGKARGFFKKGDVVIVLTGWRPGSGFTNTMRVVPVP
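Kinase-Glo luminescence reports ATP generated from ADP (0.1 mM) and PEP (0.5 mM) by purified hPK-M2 after 1 h at room temperature, pH 7.2 imidazole buffer; intermediate enzyme activity allows detecting inhibitors and activators.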
TSG101-PTAP inh: qHTS Assay for Iinhibitors of HIV-1 Budding by Blocking the Interaction of PTAP/TSG101 | Tumor susceptibility gene 101 protein (Homo sapiens), Q99816 | Fluorescence polarization, FITC-PTAP peptide / Tsg101 binding | Potency, µM (titrated, usually from 115 µM), for the others: at the top dose activity change, negative = inhibition, most hits filed as inhibitors | 340,000 tested, under 10 active | AID 493005, 2010; active = well fitted inhibition curve with a large enough effect in the main read-out, with a control signal flat, not every such curve was filed as active; inconclusive = small, poorly fitted or top-dose-only effect, or effect the other way, or a change in a side signal; inactive = no such curve, though single readings can be large or run the other way; note: potency is the fitted concentration of half-maximal effect; % of control where 0% means no effect
Target sequence (Q99816 whole entry, looked up): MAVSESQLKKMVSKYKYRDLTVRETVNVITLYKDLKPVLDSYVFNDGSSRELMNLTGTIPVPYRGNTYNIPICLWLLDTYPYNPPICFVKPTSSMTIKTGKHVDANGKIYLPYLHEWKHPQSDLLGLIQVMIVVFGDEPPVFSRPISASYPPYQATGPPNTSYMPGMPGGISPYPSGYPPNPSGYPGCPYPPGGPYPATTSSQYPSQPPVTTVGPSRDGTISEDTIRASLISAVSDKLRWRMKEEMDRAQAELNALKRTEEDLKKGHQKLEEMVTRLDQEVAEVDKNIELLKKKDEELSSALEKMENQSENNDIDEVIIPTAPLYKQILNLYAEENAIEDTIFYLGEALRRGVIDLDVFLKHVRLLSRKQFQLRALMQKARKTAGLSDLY
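Steps: Tsg101 binding domain dispensed (10 uM final), compounds pinned in DMSO, FITC-labeled PTAP-motif peptide added (50 nM final); after 20 min binding at room temperature, polarization measured.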
B2AR arrestin: qHTS assay of beta-arrestin-biased ligands of beta2-adrenergic receptor. Beta-2 adrenergic receptor (Homo sapiens), P07550. beta-arrestin recruitment to beta2AR, cell-based reporter. Potency, µM (highest dose often 46.1 µM), for inactives: at the highest dose activation, hits mostly activators. 0.02% of 330,000 active. AID 492947, 2010;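 note: potency is the fitted concentration of half-maximal effect; 0% = DMSO controls and full agonism = EC100 isoproterenol or metaproterenol; nearly all actives have a fitted effect of over 65% in size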
Tb PFK inh: qHTS Assay to Find Inhibitors of T. brucei phosphofructokinase; ATP-dependent 6-phosphofructokinase (Trypanosoma brucei brucei), O15648; Potency, µM (doses to about 57.5 µM), for the others: at the top dose activity, negative = inhibition, most hits filed as inhibitors; T. brucei PFK, ADP-Glo luminescence; 0.17% of 330,000 active;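 note: potency is the fitted concentration of half-maximal effect; 0% = uninhibited 1x PFK enzyme wells and -100% = no-enzyme wells; nearly all actives have a fitted effect of over 60% in size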
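Compounds were pin-transferred as a titration series up to 57 uM into substrate buffer (0.5 mM F6P, 0.1 mM ATP, pH 8.0), then 1.25 nM PFK was added and reactions ran 45 min before ADP-Glo detection.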
Integrin act MD: qHTS for Activators of Integrin-Mediated Alleviation for Muscular Dystrophy. alpha7betagal myoblasts, beta-gal FDG fluorescence, 48 h. Potency, µM (titrated, usually from 38.3 µM), inactives show at the top dose activation, actives largely listed as activators. 0.064% of 350,000 active. AID 624291, 2012;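 note: potency is the fitted concentration of half-maximal effect; 100% = response of the positive control SU9516; nearly all actives have a fitted effect of over 60% in size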
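alpha7betagal+/- myoblasts (passage 13, 250/well) treated 48 h at 37C with compounds at 1:260 dilution of DMSO stock. Lysed, then beta-galactosidase activity read as FDG fluorescence (ex 480/em 540) after 30 min, with pre-read for autofluorescence.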
ASM inhibitor: Inhibitors of Secretory Acid Sphingomyelinase (S-ASM): qHTS | Sphingomyelin phosphodiesterase (Homo sapiens), P17405 | 0.006% of 340,000 active | placental ASM, HMU-PC fluorogenic substrate, 60 min | AID 504937, 2011 | Potency, µM (doses to about 57.5 µM), without a hit: top-dose activity change, negative = inhibition, actives largely listed as inhibitors; note: potency is the fitted concentration of half-maximal effect
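Fluorescence read-out (Ex 386 nm, Em 447 nm) after stopping the reaction at pH 10. Enzyme: ASM from human placenta; substrate HMU-PC0, 9 uM final; 60 min, 37 °C. Compound preincubation 10 min, ambient temperature.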
Coupling enz: qHTS Assay for Inhibitors of Fructose-1,6-bisphosphate Aldolase from Giardia Lamblia: Coupling assay counterscreen | AID 2472, 2010 | 0.67% of 290,000 active | activity change, negative = inhibition, % at 58.2 µM, hits read low | coupling enzyme system counterscreen, AmpLite Red fluorescence; in the data active = activity change below about -30%; note: % is set by controls: 0 for no effect and ±100 for the full control effect
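Compounds tested against the coupling enzymes alone at 57.5 uM final; readout was AmpLite Red fluorescence (525/598 nm) after 20 min at RT.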
Giardia kill: Small Molecules that selectively kill Giardia lamblia: qHTS; Giardia lamblia trophozoite viability; activity change, % at 7.66 µM, hits read low; 0.15% of 340,000 active; in the data active = activity change below about -80%; inconclusive = between about -30% and that limit;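 note: parasites exposed to compound for two days anaerobically before the ATP read; % is set by controls: 0 for no effect and ±100 for the full control effect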
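Anaerobic 48 hrs incubation at 37 deg C of 100 trophozoites/well with test compounds; ATPLite 1-Step luminescence, 15-30 min RT, reports cellular ATP as viability.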
GALK inhibitor: qHTS Assay for Inhibitors of Human Galactokinase (GALK); AID 1868, 2009; 0.007% of 270,000 active; P51570; Purified GALK, Kinase-Glo residual ATP luminescence; Potency, µM (top dose mostly 57.5 µM), inactives show at the highest dose activity change, negative = inhibition, actives largely listed as inhibitors; note: potency is the fitted concentration of half-maximal effect; % is set by controls: 0 for no effect and ±100 for the full control effect
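Human GALK (5 nM) with 35 uM ATP and 100 uM galactose in 20 mM HEPES pH 8.0, 5 mM MgCl2, 60 mM NaCl, 1 mM DTT, 0.01% BSA. After 1 h at room temperature, leftover ATP was read by Kinase-Glo Plus luminescence.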
BCR signal inh: qHTS Assay to Find Inhibitors of Chronic Active B-Cell Receptor Signaling | ABC-DLBCL IkBa-CBG/CBR reporter, luminescence ratio, 4 h | Potency, µM (doses to about 46.1 µM), for the others: at the highest dose ratio change, negative = lower green/red ratio, most hits filed as inhibitors | 0.05% of 340,000 active; active = well fitted inhibition curve with a large enough effect in the signal ratio, with a control signal flat, not every such curve was filed as active; inconclusive = small, poorly fitted or top-dose-only effect, or effect the other way, or a change in a side signal; the % refers to the signal ratio;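 note: potency is the fitted concentration of half-maximal effect; plate controls were basal doxycycline-induced cells for no effect and cells given 10 µM MG132 for full effect; MG132 reads +100%, hits lower the ratio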
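Compounds up to 46 uM were incubated four hours with TMD8 cells whose green CBG68 luciferase is fused to IkappaBalpha; red CBR luminescence normalised the signal, and concentration-effect curves were fitted to fusion, red and ratio data.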
An asterisk follows results filed as active; ? = inconclusive; / = no result given; & = joins results of further samples; [ ] = dose if it differs, or a comment. Unless noted, calls come from the whole dose curve; as a rule, active = well fitted curve in the direction sought with a large enough effect; inconclusive = small, poorly fitted or top-dose-only effect, or another doubt; inactive = no such curve, though single readings can be large; an effect the other way counts as inactive or inconclusive. Some of the compounds tested, so the mix of outcomes need not match the whole.

SMILES	Menin MLL FP TR	PKM2 act	TSG101-PTAP inh	B2AR arrestin	Tb PFK inh	Integrin act MD	ASM inhibitor	Coupling enz	Giardia kill	GALK inhibitor	BCR signal inh
COc1cccc(NC(=O)Nc2c(C)n(C)n(-c3ccccc3)c2=O)c1	/	-4%	-5%	0.1%	0%	-4%	1%	-3	-9	0%	?
Cc1ccc(CC(=O)Nc2nnc(-c3ccc(F)cc3)o2)c(C)c1	2%	/	-4%	0.0%	1%	12%	3%	0	20	1%	-1%
COc1ccc(N2C(=O)c3ccccc3NC2c2ccc(OC)c(COc3ccccn3)c2)cc1 (stereo not drawn)	-11%	-16%	-1%	0.3%	-4%	-13%	77%[activator]	3	-1&-3	2%	-21%
Cc1cccc(C)c1-n1nnnc1SCSc1nnnn1-c1c(C)cccc1C	-10%	1%	-8%	0.2%	-5%	-14%	0%	-1	-9	0%	?
N#Cc1ccc(C[C@H](C(=O)O)N2C(=O)c3ccc(C(=O)O)cc3C2=O)cc1	6%	/	/	-0.5%	0%	/	/	0	/	/	7%
CCCCNC(=O)C(C#N)c1nc2ccccc2nc1N1CCCC1 (stereo not drawn)	25%	6%	/	-0.3%	-6%	/	/	0	/	0%	?
COCCN(C(=O)c1csnn1)C(C(=O)NC1CCCC1)c1ccc(C)cc1 (stereo not drawn)	-4%	/	-7%	-1.0%	0%	0%	0%	-1	-8	-2%	2%
CC(O)CNc1ccc(-c2nn(C)c(=O)c3ccccc23)cc1[N+](=O)[O-] (stereo not drawn)	-17%	-2%	-5%	-0.9%	-2%	-19%	-5%	7	6	-1%	?
CCOc1cc(C(=O)N2CCC3(CC2)NCCc2[nH]cnc23)cc(OCC)c1OCC	/	/	1%	-0.1%	-10%	1%	-5%	/	-22	6%	0%
CN(C)C1N(C(=O)c2ccccc2)N=C2c3ccccc3S(=O)(=O)N21 (stereo not drawn)	-13%	3%	-4%	-0.2%	-4%	2%	3%	1	-14	3%	?
CC(=O)NCc1ccc2[nH]c(C)cc2c1	12%	-15%	-5%	-0.3%	0%	-15%	-2%	-23	5	2%	-5%
Cc1ccc(S(=O)(=O)Oc2ccccc2/C=C2\SC(=O)NC2=O)cc1	?	-2%	-2%	-0.1%	-1%	5%	-3%	-5	7	0%	7%
O=C(NCc1cccs1)c1ccccc1C(=O)NCc1cccs1	-10%	-2%	-1%	0.0%	-2%	21%	2%	3	-5	5%	2%
O=C(Nc1ccc2c(c1)S(=O)(=O)N=C1CCCCCN12)c1ccccc1Cl	-6%	-4%	-2%	6.3%	-1%	9%	-1%	-1	-19	6%	-3%
O=C(Cn1cc(C(F)(F)F)cc(Cl)c1=O)Nc1cc(S(=O)(=O)N2CCOCC2)ccc1Cl	-2%	-11%	-2%	-0.7%	-7%	-11%	-4%	1	-4	1%	7%
COc1ccccc1-c1nnc(Nc2nc3c(OC)cccc3s2)o1	18%	-5%	0%	0.4%	12%	-31%	/	0	-13	0%	?
O=C(Nc1cccc(S(=O)(=O)N2CCOCC2)c1)C1=NN(c2ccccc2)C(=O)CC1	-5%	-6%	-2%	-1.0%	-4%	-15%	0%	-3	?	0%	1%
O=C(COC(=O)c1cc[n+]([O-])cc1)Nc1cccc(Br)c1	/	/	-3%	-0.6%	-7%	?	6%	/	33[activator]	/	-6%
CC1CCN(S(=O)(=O)c2ccc3c(c2)CC(C)N3C(=O)C2CCC2)CC1 (stereo not drawn)	10%	/	0%	-1.0%	2%	-12%	1%	0	-5	0%	-2%
CC(C)(C)C(=O)/C(=C/c1ccc(Cl)cc1)n1cncn1	-7%	/	-3%	-0.6%	3%	-70%[inhibitor]	0%	-1	-14	/	?
O=C(Nc1ccnn1C1CCN(Cc2ccc(O)c(Cl)c2)CC1)C1CCCC1	0%	-5%	-2%	0.2%	-4%	35%	6%	-3	1	-2%	?
O=C(Nc1ccc(Oc2cccnc2)cc1)C1CCN(Cc2cc(Cl)ccc2O)CC1	/	/	-5%	0.5%	-10%	-81%[inhibitor]	-2%	/	-2	3%	?
Cc1ccc(C(c2ccc(C)o2)c2cccc([N+](=O)[O-])c2O)o1	?	-1%	-5%	0.0%	-26%	-14%	-7%	4	-3	-1%	-13%
O=C(Nc1sc2c(c1C(=O)O)CCCCC2)c1ccccc1	?	-13%	-6%	-0.5%	-25%	-7%	12%	-38*	-21	2%	?
CC(c1ccco1)N(C(=O)c1ccc(C(F)(F)F)cc1)c1ccccn1 (stereo not drawn)	-10%	2%	1%	-0.1%	-3%	0%	4%	2	5	7%	10%
Following part.
SMILES	Menin MLL FP TR	PKM2 act	TSG101-PTAP inh	B2AR arrestin	Tb PFK inh	Integrin act MD	ASM inhibitor	Coupling enz	Giardia kill	GALK inhibitor	BCR signal inh
CCSc1cc(N2CCCC2)nc(-c2ccccc2)n1	-2%	8%	-5%	0.0%	2%	15%	-8%	3	7	0%	12%
CCOc1ccc(N(CC(=O)NC2CCCCC2C)S(=O)(=O)c2c(C)noc2C)cc1 (stereo not drawn)	/	/	-1%	-0.3%	1%	-30%	0%	/	-8	-3%	-7%
CN(Cc1ccc(Cl)cc1Cl)C(=O)CCNC(=O)c1ccco1	/	/	-2%	-0.3%	-14%	0%	1%	/	10	/	0%
O=c1c2cc(-c3ccccc3)sc2ncn1/N=C/c1ccco1	31%[activator]	-2%	-2%	-0.2%	-2%	-8%	0%	4	12	7%	?
Cc1[nH]c2ccccc2c1C(=O)CSc1nc2cc(S(=O)(=O)N3CCCCC3)ccc2o1	4%	14%	1%	-0.9%	-2%	1%	-5%	-4	-11	0%	3%
COc1cc(OC)cc(-c2c(-c3cccs3)c3cc(-c4cnc(N)nc4)ccc3n2C)c1	/	/	4%	0.0%	6%	-32%	6%	/	7	/	?
COc1ccc(C(C(=O)NCC2CCCO2)N(Cc2cccs2)C(=O)c2snc(C(N)=O)c2N)cc1 (stereo not drawn)	-8%	/	1%	-0.1%	2%	0%	80%[activator]	5	13	-1%	1%
Cc1cccc(-n2c(SCC(=O)c3c(N)n(C4CC4)c(=O)[nH]c3=O)nnc2N2CCOCC2)c1	/	/	-4%	-0.2%	-9%	0%	-1%	/	-13	/	5%
Cc1cc(C)cc(-n2cnc3cc(C(=O)O)ccc32)c1	-2%	4%	-7%	0.2%	3%	13%	3%	26	-8	2%	13%
CSc1nc(-c2ccco2)nn1C(=O)c1ccccc1	-17%	-3%	2%	-0.4%	0%	-8%	-3%	-11	1	0%	-2%
O=C(Nc1ccc2ccccc2c1)c1cn(-c2ccccc2)nc1-c1cccs1	/	0%	-1%	-0.3%	1%	-11%	-2%	-6	-5	1%	0%
COc1cc(C=O)ccc1OC(=O)N1CCOCC1	0%	/	-3%	-1.0%	2%	0%	3%	2	-7	-3%	3%
COc1ccc(NC(=O)c2cc([N+](=O)[O-])ccc2O)cc1	?	-61%	-4%	0.1%	-6%	-5%	-2%	-14	-89*	16%	?

Compound profiles, from the list above. Screens in order: Menin MLL FP TR, PKM2 act, TSG101-PTAP inh, B2AR arrestin, Tb PFK inh, Integrin act MD, ASM inhibitor, Coupling enz, Giardia kill, GALK inhibitor, BCR signal inh
Profile of Cc1cccc(-n2c(SCC(=O)c3c(N)n(C4CC4)c(=O)[nH]c3=O)nnc2N2CCOCC2)c1 → /, /, -4%, -0.2%, -9%, 0%, -1%, /, -13, /, 5%
Profile of CN(Cc1ccc(Cl)cc1Cl)C(=O)CCNC(=O)c1ccco1 → /, /, -2%, -0.3%, -14%, 0%, 1%, /, 10, /, 0%
Profile of O=c1c2cc(-c3ccccc3)sc2ncn1/N=C/c1ccco1 → 31%[activator], -2%, -2%, -0.2%, -2%, -8%, 0%, 4, 12, 7%, ?

Bioassay records as filed in PubChem.
